Peg3 imprint: qHTS Assay for Compounds that Induce Erasure of Genomic Imprints | Potency, µM (titrated, usually from 60.7 µM), for inactives: top-dose activity change, positive = activation, hits mostly activators | mouse ES Peg3-LacZ reporter, beta-gal luminescence, 40 h | 0.02% of 110,000 active;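 also: 0% = negative control wells on the plate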
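Imprint erasure is scored as LacZ activity from the silenced maternal Peg3 allele in feeder-free female ES cells cultured 40 h with LIF. Luminescence is normalized to in-plate negative controls and fitted to the Hill equation.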
p53ts 32C kill: qHTS Screen for Compounds that Selectively Target Cancer Cells with p53 Mutations: Cytotoxicity of p53ts Cells at the Permissive Temperature; H1299-p53A138V at 32C, ATP luminescence viability, 24 h; Potency, µM (top dose mostly 46.1 µM), for inactives: top-dose activity change, negative = cytotoxicity, actives largely listed as cytotoxic; 0.93% of 130,000 active; AID 924, 2007;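 also: 0% = DMSO and -100% = full killing by reference compound; nearly all actives have a fitted effect of over 55% in size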
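Viability by ATPlite luminescence after 24 h compound treatment (up to 46 uM) at the permissive 32C. Cells are H1299 carrying p53 A138V. Scale runs from DMSO basal to 100 uM tamoxifen as full kill; AC50 from Hill fits.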
p53ts 39C kill: qHTS Screen for Compounds that Selectively Target Cancer Cells with p53 Mutations: Cytotoxicity of p53ts Cells at the Nonpermissive Temperature; 1.5% of 130,000 active; H1299-p53A138V viability at 39C, ATP luminescence, 24 h; Potency, µM (top dose mostly 46.1 µM), for the others: at the highest dose activity change, negative = cell killing, most hits filed as cytotoxic; AID 902, 2007; also: nearly all actives have a fitted effect of over 55% in size
IkB sig inh: IkB Signaling. ABC-DLBCL IkBa-CBG/CBR dual luciferase ratio, 4 h; response scale: scaled: untreated 0%, proteasome inhibitor 100%. Potency, µM (series often up to 57.1 µM), for the others: top-dose IkBa stabilization activation. 0.04% of 110,000 active; active = well fitted curve in the direction sought with a large enough effect in the signal ratio, not every such curve was filed as active; inconclusive = small, poorly fitted or top-dose-only effect, or a change in a side signal; the % refers to the signal ratio;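 also: the direction sought is a rising ratio; 0% = basal untreated cells and 100% = reference inhibitor full response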
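Curves were fitted separately to fusion (green), unfused (red) and ratio luminescence, then classed by r2, magnitude and activity. Cells: OCI-Ly3, 4 h compound plus doxycycline at 37C; 10 uM MG-132 defined full response.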
* hit, by the source's call; u = inconclusive; x = no result given; & = joins results of further samples; [ ] = remark or other dose. Unless noted, calls follow the shape of the dose curve; as a rule, active = well fitted curve in the direction sought with a large enough effect; inconclusive = small, poorly fitted or top-dose-only effect, or another doubt; inactive = no such curve, though single readings can be large; an effect the other way counts as inactive or inconclusive. Unless noted, % is scaled to controls: 0 for no effect and ±100 for the full control effect; potency is read from the fitted curve at half-maximal effect.

SMILES	Peg3 imprint	p53ts 32C kill	p53ts 39C kill	IkB sig inh
O=C(NCc1ccco1)c1ccc2c(c1)N(Cc1ccc(F)cc1)C(=O)c1ccccc1S2=O (configuration not stated)	-8%[10.9 µM]	18%	-11%	u
CCOc1ccccc1NC(=O)COC(=O)CC(C)(C)CC1=NS(=O)(=O)c2ccccc2N1	-15%[10.9 µM]	1%	-25%	u
CCNc1ncc2nc(CCc3ccccc3)c(=O)n(C[C@H]3CCCO3)c2n1	4%	5%	-6%	-8.0%[11.4 µM]
Cc1oc2ncn(CC(C)C)c(=O)c2c1C(=O)NCCCN1CCCCC1C (configuration not stated)	10%[10.9 µM]	5%	7%	1.9%
CCN(CC)S(=O)(=O)c1ccc2nc(NC(=O)c3ccccc3OC)sc2c1	-14%[10.9 µM]	-7%	-20%	u
Cc1cc(C)c2c(=O)n(CC(=O)NCCCN3CCN(c4ccccc4F)CC3)sc2n1	-84%[inhibitor]	-14%	7%	u
CCn1c(=O)c2cc(C(=O)NC3CCCCCC3)sc2c2ccccc21	-14%[10.9 µM]	18%	-4%	-0.9%
CC1(C)CC(=O)c2cc(C(=O)Nc3ccccc3Cl)c(=O)n(-c3ccc(Cl)cc3)c2C1	-6%[10.9 µM]	6%	14%	2.2%
Cc1nnc(SC(=O)N2c3ccccc3Sc3ccccc32)s1	x	u	u	x
Cc1ccc(CNC(=O)C2CCCN(c3ncnc4onc(-c5ccc(F)cc5)c34)C2)cc1 (configuration not stated)	-5%[10.9 µM]	10%	13%	u
Cc1cc(NC(=O)CSc2nnc(-c3ccc4c(c3)OCCO4)o2)no1	-81%[inhibitor]	5µM*	0.79µM*	-1.1%
COc1ccccc1NC(=O)Cn1c(SCC(=O)Nc2ccc(F)cc2)nc2ccccc21	3%[10.9 µM]	-11%	u	u
CC(=O)C1=C(C)Nc2ncnn2C1c1ccc(Cl)cc1 (configuration not stated)	-1%	10%	15%	3.4%
O=C(CSc1nc2c([nH]c3ccccc32)c(=O)n1-c1ccc(F)cc1)N1CCCCCC1	6%[10.9 µM]	7%	u	-1.2%
CCOC(=O)CNC(=O)Cn1c(C)cc2ccccc2c1=O	-5%	-5%	-4%	-1.0%
O=C(NCc1ccccc1)C(=O)NCC(c1ccco1)S(=O)(=O)c1cccs1 (configuration not stated)	-4%[10.9 µM]	4%	-5%	-1.4%
CN(C(=O)c1ccno1)c1nnc(-c2ccccn2)s1	-27%	4%	10%	0.0%
CCOc1cccc2cc(C(=O)N3CCc4ccccc43)c(=O)oc12	-9%	12%	-2%	u
COCCCN1C(=O)C(=O)/C(=C(/O)c2ccc(OCC(C)C)cc2)C1c1cccnc1 (configuration not stated)	-2%	-1%	5%	1.1%
COc1ccc(C(=O)CSc2nc3nc(C)cc(C)n3n2)cc1OC	6%	-2%	4%	-2.5%

Nothing new here: an excerpt of the list.
SMILES	Peg3 imprint	p53ts 32C kill	p53ts 39C kill	IkB sig inh
O=C(NCc1ccco1)c1ccc2c(c1)N(Cc1ccc(F)cc1)C(=O)c1ccccc1S2=O (configuration not stated)	-8%[10.9 µM]	18%	-11%	u
CCOc1ccccc1NC(=O)COC(=O)CC(C)(C)CC1=NS(=O)(=O)c2ccccc2N1	-15%[10.9 µM]	1%	-25%	u
CCNc1ncc2nc(CCc3ccccc3)c(=O)n(C[C@H]3CCCO3)c2n1	4%	5%	-6%	-8.0%[11.4 µM]
Cc1oc2ncn(CC(C)C)c(=O)c2c1C(=O)NCCCN1CCCCC1C (configuration not stated)	10%[10.9 µM]	5%	7%	1.9%
CCN(CC)S(=O)(=O)c1ccc2nc(NC(=O)c3ccccc3OC)sc2c1	-14%[10.9 µM]	-7%	-20%	u
Cc1cc(C)c2c(=O)n(CC(=O)NCCCN3CCN(c4ccccc4F)CC3)sc2n1	-84%[inhibitor]	-14%	7%	u

(listing goes on)
SMILES	Peg3 imprint	p53ts 32C kill	p53ts 39C kill	IkB sig inh
Cc1onc(-c2ccccc2)c1C(=O)Nc1cccc(OC(C)C)c1	-4%	5%	3%	-1.3%
COc1ccc(NC(=O)N2CCCC2)cc1OC	-2%	-7%	8%	0.0%
Cc1nc(N2CCN(C(=O)c3ccco3)CC2)c2c3c(sc2n1)CCC3	-6%	5%	-3%	u
O=C(c1cncc(Br)c1)N1CCN(c2ccc(N3CCOCC3)nn2)CC1	-3%	7%	1%	-0.2%
COc1ccc(S(=O)(=O)N(Cc2nc(-c3cccc(C)c3)no2)C2CCCCC2)cc1	-15%[10.9 µM]	22%	-1%	0.3%
CCOCCOC(=O)C1=C(C)NC2=C(C(=O)CC(c3cccs3)C2)C1c1ccsc1 (configuration not stated)	-16%	0%	-1%	u
CCOc1ccccc1CNC(=O)c1ccc2c(c1)sc1nc(-c3ccccc3)cn12	-7%[10.9 µM]	3%	4%	u
Cc1nc2c(s1)sc1ccccc12	1%	6%	9%	-2.1%
COc1ccc(C(=O)n2nc(C)cc2C)cc1OC	2%	-4%	1%	-0.6%
CCOC(=O)N1CCN(C(=O)c2ccc3c(=O)n(CCC4=CCCCC4)c(=S)[nH]c3c2)CC1	-8%	5%	-6%	1.6%
C[C@@H](C(=O)NCC1CC1)[C@H]1C[C@]1(C)[C@H](NC(=O)OCc1ccccc1)c1ccccc1	-18%	15%	28%	x
CC(=O)OCCNC(=O)c1cc2ccccc2oc1=O	-10%	7%	-3%	-4.1%
O=C(CSc1ccccc1)Nc1ccncc1	-33%[inhibitor]	-1%	-1%	3.4%
O=C(O)CCc1ccc(-c2ccccc2)n1-c1cccc(O)c1	7%	19%	-5%	5.0%
COCCNC(=O)CN(C(=O)CCC(=O)Nc1cc(C)on1)c1ccc(C)cc1C	-1%	-4%	7%	0.0%
COc1cc(C(=O)Nc2ccc(-c3nc4cc(C)ccc4o3)c(O)c2)cc(OC)c1OC	-12%	-19%	-24%	-1.9%
CCOC(=O)c1c(C)[nH]c(CCC(=O)NCc2cc(Br)ccc2OC)c1C	6%[10.9 µM]	0%	-12%	u
CCn1c(=O)cc(OCC(=O)NCc2ccccc2Cl)c2ccccc21	3%[10.9 µM]	-14%	12%	u
O=C(NCCc1ccccc1)C1CCN(C(=O)NCc2ccccc2)CC1	x	-10%	-8%	x
CCOC(=O)N1CCc2c(sc(NCc3cc(OC)c(OC)cc3OC)c2C(=O)Nc2ccc(OCC)cc2)C1	-13%[10.9 µM]	18%	-18%	0.0%
CC(C)N(CCNC(=O)c1ccc(Cc2nc3ccccc3[nH]2)cc1)C(C)C	x	1%	1%	x
c1cc2c(cc1C1CCCCC1)c1c3n2CCN[C@H]3CCC1	-22%	25µM*	10µM*	u
CC(C)CC(=O)NS(=O)(=O)c1ccc(N)cc1	x	-3%	20%	x
COc1ccc(NC(=O)Cn2nc(C(F)(F)F)c3c2CCCC3)cc1OC	-11%[10.9 µM]	2%&-3%	0%&0%	u
c1ccc(C2=Nn3c(nnc3-c3cccnc3)SC2)cc1	-11%	9%	4%	8.2%
CN(C)c1ccc(NC(=O)c2cc3c(=O)n4ccccc4nc3n2C)cc1	-12%	-10%	-8%	-2.3%
CCSc1nc2sc3c(c2c(=O)n1-c1ccc(C)cc1)CCCC3	-14%[10.9 µM]	6%	8%	u
CCOc1ccc(Cn2c(CNS(=O)(=O)c3cccc(Cl)c3)nc3cccnc32)cc1	4%[10.9 µM]	-4%	-26%	-1.6%
O=C(c1ccc2c(c1)OCO2)N1CCOCC1	x	-1%	-2%	x
CCn1cc(C2=NOC(C(=O)Nc3cccc(C(C)=O)c3)C2)c(C)n1 (configuration not stated)	x	2%	-1%	x
O=C(Nc1c(C(=O)O)oc2ccccc12)c1ccc(C(F)(F)F)cc1	-9%[10.9 µM]	-27%	u	u
CN(C)C(CNC(=O)CN1C(=O)NC2(CCc3ccccc32)C1=O)c1ccco1 (configuration not stated)	-10%	1%	-4%	1.7%
COC(=O)c1[nH]c2cccc(Cl)c2c1NC(=O)CN1CCN(CCO)CC1	-13%	9%	14%	-1.6%
CCc1cccc2c(C(=O)COC(=O)/C=C/c3ccc(O)c(OC)c3)c[nH]c12	x	-10%	-14%	x
CCCCN(CC)CCNC(=O)C1CCCN(c2ncnc3onc(C)c23)C1 (configuration not stated)	-10%[10.9 µM]	-12%	4%	u
O=C(NCc1ccc2c(c1)OCO2)C1CCC(CNc2c(N3CCCCC3)c(=O)c2=O)CC1 (configuration not stated)	-16%	-2%	-1%	2.9%
O=C(c1ccccc1F)N(Cc1ccc(F)cc1)C1CCS(=O)(=O)C1 (configuration not stated)	-7%	1%	4%	1.1%
Cc1ccc(NC(=O)c2ccc(-n3c(C)nnc3C)cc2)cc1F	-3%[10.9 µM]	3%	-28%	5.0%
Cc1cc(C)c(S(=O)(=O)Nc2cccnc2)c(C)c1	3%	1%	-6%	-0.3%
CN1CC(=O)N/C1=N/C(=O)Nc1cccc(Cl)c1	-85%[inhibitor]	8%	-4%	x
O=C1C(C=NCc2cccnc2)=C(O)c2ccccc21	-32%[inhibitor]	u	-21%	3.9%
Cc1ccc(-c2c(C)n3c4c(=O)n(C)c(=O)n(C)c4nc3n2-c2cccc(O)c2)cc1	-8%[10.9 µM]	-3%	-23%	u
CC(=O)Nc1ccc(C(=O)n2nc(C)cc2C)cc1	12%	9%	7%	4.7%
CCOC(=O)C1CCN(C(=O)C(C)Sc2ccc(Cl)cc2)CC1 (configuration not stated)	x	-12%	-1%	x
O=C(CSc1nnnn1-c1ccccc1Cl)Nc1ccc2c(c1)OCCO2	-16%	1%	-1%	u
N/C(=N\O)c1cn([C@@H]2O[C@@H](CO)[C@H](O)[C@@H]2O)c2ncnc(NO)c12	-36%[inhibitor][10.9 µM]	2µM*	1µM*	8.0%[11.4 µM]
COc1ccccc1N1CCN(C(CNC(=O)C(=O)NCCc2ccccc2)c2cccnc2)CC1 (configuration not stated)	-10%[10.9 µM]	17%	-13%	0.9%
Cc1ccc(CNCc2ccccc2Cl)s1	-11%[10.9 µM]	-8%	24%	-2.8%
CCOC(=O)C1CCN(C(=O)CN(c2ccc(OC)c(OC)c2)S(=O)(=O)c2ccccc2)CC1	-8%	1%	6%	0.2%
NS(=O)(=O)c1ccc(CCNC(=O)c2ccccc2F)cc1	-11%	-3%	7%	0.2%
CCc1ccc(CNC(=O)C2CCCN(c3nnc(C)c4c(C)n(-c5ccccc5)nc34)C2)cc1 (configuration not stated)	-8%[10.9 µM]	u	41%[activator]	u
COc1cc2c(=O)c(S(=O)(=O)c3ccccc3)cn(CC(=O)Nc3ccccc3C)c2cc1OC	-1%[10.9 µM]	-7%	-16%	0.8%
CC(C)C12CN3CC(C(C)C)(CN(C1)C3c1ccccc1O)C2=O (configuration not stated)	-5%	-3%	11%	4.3%
O=c1c2c([nH]c3ccc(Br)cc13)CCCC2	-7%	0%	-10%	-2.6%
CC1CCc2c(sc3nnn(Cc4ccccc4)c(=O)c23)C1 (configuration not stated)	20%[10.9 µM]	2%	-2%	3.9%
COc1ccc(Cn2c(SCc3ccc(C(=O)NCc4ccc(C)cc4)cc3)nc3cccnc32)cc1	-17%[10.9 µM]	-11%	u	-2.3%
O=C(c1ccc(Cc2nc3ccccc3[nH]2)cc1)N1CCCCC1	x	1%	2%	x
CC(C)Cc1cc(C(=O)NCCCN2CCOCC2)no1	-5%	1%	-5%	1.7%
COc1ccccc1N1CCN(CC(=O)c2c(C)[nH]c3cc(C)ccc23)CC1	-11%	9%	7%	1.1%
CC(C)NC(=O)c1cc2c(Cl)nc3ccccc3c2s1	-8%[10.9 µM]	1%	u	27%
COCCn1c(CNC(=O)c2cc(OC)c(OC)c(OC)c2)nc2cccnc21	-12%[10.9 µM]	2%	-24%	4.3%
Cc1n[nH]c(C)c1S(=O)(=O)N(CC(=O)NCc1ccccc1Cl)c1ccc(C(C)C)cc1	-8%[10.9 µM]	-4%	u	u

Part of the list above, showing only IkB sig inh:
SMILES,IkB sig inh
COc1cc2c(=O)c(S(=O)(=O)c3ccccc3)cn(CC(=O)Nc3ccccc3C)c2cc1OC,0.8%
CC(C)C12CN3CC(C(C)C)(CN(C1)C3c1ccccc1O)C2=O (configuration not stated),4.3%
